RGS4-Gao reg: human RGS4-Galphao interaction regulation | Multiplexed bead flow cytometry, RGS4-Galphao binding; actives lie on both sides | binding response (% of control), % at 10 µM | 220,000 tested, 0.33% active | AID 1415; in the data active = binding response below about 49% or above about 150%; inactive = in between;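 also: fluorescent Galphao activated with aluminum fluoride binding bead-coupled RGS4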
Target sequence (P09471 whole entry, looked up): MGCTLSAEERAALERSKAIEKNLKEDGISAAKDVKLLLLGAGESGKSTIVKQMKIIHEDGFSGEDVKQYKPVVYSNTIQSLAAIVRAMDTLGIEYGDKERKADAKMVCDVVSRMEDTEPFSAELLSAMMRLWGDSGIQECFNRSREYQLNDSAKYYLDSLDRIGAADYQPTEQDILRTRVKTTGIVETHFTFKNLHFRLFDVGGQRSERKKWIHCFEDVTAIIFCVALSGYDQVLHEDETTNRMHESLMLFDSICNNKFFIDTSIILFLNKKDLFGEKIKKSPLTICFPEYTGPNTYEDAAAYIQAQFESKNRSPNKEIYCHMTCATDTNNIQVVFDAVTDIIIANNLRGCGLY
Bcl-2 Bim block: inhibitors of Bim-Bcl-2 interaction, human; 190,000 tested, 0.06% active; Bead-based flow cytometry, Bim peptide-Bcl-2 binding; inhibition, % at 10 µM; P10415; AID 950; in the data active = inhibition above about 40%; inconclusive = no clear call, values can overlap the other calls;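 also: 0% = no compound wells with probe peptide and 100% = reference peptide inhibitor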
Bim-Bfl-1: disrupts Bim binding to human Bfl-1 | 190,000 tested, 0.12% active | Bead-based flow cytometry, Bim-Bfl-1 binding inhibition | Q16548 | inhibition, % at 10 µM;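 also: 0% = wells without compound plus tracer and 100% = blocker peptide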
Mcl-1 Bim block: inhibitors of Bim-Mcl-1 interaction, human | AID 1009 | Bead-based flow cytometry, Bim peptide-Mcl-1 binding | 190,000 tested, 0.1% active | Q07820 | inhibition, % at 10 µM;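 also: 0% = no compound tracer wells and 100% = peptide blocker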
RGS7-Gao: modulates binding of RGS7 to human Galphao; Multiplexed bead flow cytometry; actives lie on both sides; binding response (% of control), % at 10 µM; 220,000 tested, 0.35% active; AID 1439; in the data active = binding response below about 49% or above about 150%; inconclusive = no clear call, values can overlap the other calls; inactive = in between;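 also: fluorescent Galphao held in activated GDP-AlF4 state binding bead-coupled RGS7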
Bim-Bcl-B: disrupts Bim peptide binding to human Bcl-B; Q9HD36; bead-based flow cytometry; inhibition, % at 10 µM; 190,000 tested, 0.073% active; AID 951;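 also: 0% = tracer peptide without compound and 100% = reference inhibitor peptide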
Target sequence (Q9HD36 whole entry, looked up): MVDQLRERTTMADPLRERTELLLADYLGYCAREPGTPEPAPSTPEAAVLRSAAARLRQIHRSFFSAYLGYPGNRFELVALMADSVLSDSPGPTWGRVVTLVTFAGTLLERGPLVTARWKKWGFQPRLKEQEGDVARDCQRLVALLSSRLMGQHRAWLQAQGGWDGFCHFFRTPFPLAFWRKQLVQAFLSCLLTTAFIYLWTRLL
Mcl1-Noxa inh: disrupts binding of human Mcl-1 to Noxa peptide; Q07820; TR-FRET Mcl-1/Noxa peptide binding, 2 h; inhibition, % at 21.7 µM; 220,000 tested, 1.5% active; AID 1022;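 active = compounds that cut the protein-peptide binding signal by more than 50% relative to plate controls in a single-dose test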;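 also: His-tagged Mcl-1 with rhodamine Noxa BH3 peptide and terbium anti-His antibody; 0% = Mcl-1 plus Noxa peptide wells and 100% = peptide-only wells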
Bim-Bcl-XL: disrupts Bim peptide binding to human Bcl-XL | 190,000 tested, 0.04% active | AID 1007 | Q07817 | bead flow cytometry, fluorescence | inhibition, % at 10 µM
Target sequence (Q07817 whole entry, looked up): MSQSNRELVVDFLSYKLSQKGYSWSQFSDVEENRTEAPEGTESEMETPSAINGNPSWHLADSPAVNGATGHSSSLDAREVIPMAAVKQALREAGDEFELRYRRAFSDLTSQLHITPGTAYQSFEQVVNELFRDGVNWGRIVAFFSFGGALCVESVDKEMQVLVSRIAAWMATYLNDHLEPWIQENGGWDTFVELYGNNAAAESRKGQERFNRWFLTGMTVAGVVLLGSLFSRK
Mcl1 Bid PPI: Mcl-1/Bid interaction inhibition; Q07820; TR-FRET Mcl-1/Bid-Dy647 peptide binding, 1536-well; AID 1021; inhibition, % at 21.7 µM; 220,000 tested, 0.97% active;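 active = compounds that cut the binding signal by more than half at the single screening dose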;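 also: His-tagged Mcl-1 with europium anti-His antibody binding Bid BH3 peptide; 0% = Mcl-1 plus peptide wells and 100% = peptide-only wells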
RGS8-Gao reg: regulators of human RGS8-Galphao interaction; P09471; multiplexed bead flow cytometry, RGS8-Galphao binding; actives lie on both sides; response (percent of control binding), % at 10 µM; 220,000 tested, 0.34% active; in the data active = response below about 60% or above about 140%; inactive = in between;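 also: Galphao activated as the GDP aluminium fluoride complex binding bead-coupled RGS8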
Bim-Bcl-W: human Bim-Bcl-W interaction inhibition | 190,000 tested, 0.02% active | Q92843 | bead-based flow cytometry, Bim peptide-Bcl-W binding | inhibition, % at 10 µM;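 also: 0% = bound tracer without compound and 100% = peptide blocker; higher means less fluorescent Bim peptide bound to Bcl-W beads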
Target sequence (Q92843 whole entry, looked up): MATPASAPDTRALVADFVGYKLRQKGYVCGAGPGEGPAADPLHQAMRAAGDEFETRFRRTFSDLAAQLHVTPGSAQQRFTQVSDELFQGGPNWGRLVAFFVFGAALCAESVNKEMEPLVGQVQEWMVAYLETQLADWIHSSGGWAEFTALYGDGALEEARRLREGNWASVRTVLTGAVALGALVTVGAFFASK
An asterisk follows results filed as active; u = inconclusive; x = not tested or not shown. Rule as the data show it, unless noted: active = inhibition above about 40%.

cpd	structure	Mcl1-Noxa inh	RGS7-Gao	Bim-Bfl-1	RGS8-Gao reg	Mcl-1 Bim block	Bim-Bcl-W	RGS4-Gao reg	Bim-Bcl-B	Bim-Bcl-XL	Bcl-2 Bim block	Mcl1 Bid PPI
1	COC(=O)c1ccccc1NC(=O)C1CC(=O)N(c2ccc(OC)cc2)C1 (centres undefined)	18	98	-3	102	2	0	101	-1	-2	1	-7
2	CCOC(=O)C1CCN(c2ncnc3cc(OC)c(OC)cc23)CC1	7	u	x	99	x	x	97	x	x	x	-2
3	CS(=O)(=O)Oc1ccccc1/C=C1/N=C(c2ccc(F)cc2)OC1=O	16	101	0	99	-6	-4	98	-4	-5	-3	8
4	N#C/C=C1\Sc2ccccc2C(=O)N1CC(=O)N1CCN(S(=O)(=O)c2ccccc2)CC1	-201	99	-3	99	-3	-7	100	-6	-5	1	-25
5	O=C(c1cnn(-c2ccccc2)c1)c1ccc2ccccc2c1O	4	97	-1	97	0	0	95	0	-2	-1	-59
6	O=C(Nc1cccnc1)c1cccc(S(=O)(=O)N2CCc3ccccc32)c1	6	u	-5	101	-2	-4	103	-8	-8	-4	-21
7	O=C1C2C(c3ccccc3)(C(=O)N1c1ccc(Cl)cc1)C2(c1ccccc1)c1ccccc1 (centres undefined)	1	100	-10	101	-4	-5	97	-9	-10	-7	4
8	Cc1onc(-c2ccccc2)c1C(=O)Oc1cccnc1	6	103	-11	102	0	3	103	-3	-3	-6	-27
9	COC(=O)C(C)Sc1nc2c(c(=O)[nH]c(=O)n2C)n1CCCc1ccccc1 (centres undefined)	-5	102	0	103	8	0	101	0	0	3	-7
10	O=C(O)CC1=C(c2ccc(F)cc2)CCC1=O	27	101	-2	102	0	-5	101	-2	-5	0	-16
11	O=C(CCc1nc2ccccc2c(=O)[nH]1)NC1CCN(Cc2ccccc2)CC1	3	111	-13	107	-7	1	112	-6	-20	-6	-33
12	CC1Cc2ccccc2N1C(=O)CSc1nncn1C (centres undefined)	7	94	-3	100	0	-1	98	-3	-4	-1	-29
13	COc1ccc(C)cc1NS(=O)(=O)c1cccc2nonc12	12	109	-2	108	-4	-1	106	-1	2	-2	-29
14	CCC1Oc2ccccc2N(CC(=O)NCCN2CCc3ccccc3C2)C1=O (centres undefined)	1	76	-3	91	-5	-5	86	-1	-3	-2	-30
15	Cn1c(=O)c2c(n(Cc3ccccc3)c1=O)NC(=O)C2CC(=O)O (centres undefined)	7	97	-1	99	-15	-5	99	0	-4	-3	-23
16	O=C(COC(=O)/C=C/c1ccc2c(c1)OCO2)NC1CCS(=O)(=O)C1 (centres undefined)	16	u	x	100	x	x	104	x	x	x	-92
17	COc1cc2nc(SCC(N)=O)n(CCC3=CCCCC3)c(=O)c2cc1OC	19	98	-12	103	-2	1	100	-4	0	-9	24
18	Cc1ccc(F)cc1NC(=O)Nc1cc(C(C)(C)C)nn1C	9	u	x	100	x	x	105	x	x	x	4
19	COCCCNC(=S)NC(=O)c1ccc(C)cc1	-2	101	-2	102	-4	-3	101	-4	-7	-2	-15
20	CC(NC(=O)COC(=O)c1ccc(Cl)cc1O)c1ccc(F)cc1 (centres undefined)	0	116	-6	117	0	-1	117	-4	-2	-2	-40
21	Cc1cccc(-n2cc(CN3CCCN(C=O)CC3)c(-c3cccc(F)c3)n2)c1	0	99	-6	99	0	-5	98	-4	-3	-4	-21
22	Nc1c(C(=O)NCc2ccc3c(c2)OCO3)nnn1Cc1ccc(Br)cc1	-2	u	x	101	x	x	102	x	x	x	-36
23	Cc1cccc(N2C(=O)CCC2=O)n1	12	102	-3	100	-6	-4	102	-5	-4	-3	-4
24	COc1ccc(NC(=O)c2ccc(C#N)cc2)cc1NS(=O)(=O)c1ccc(F)cc1	3	99	-3	103	-5	-2	99	-7	-6	0	-37

16 of the compounds above, with values ahead of the structure:
nr	Mcl1-Noxa inh	RGS7-Gao	Bim-Bfl-1	RGS8-Gao reg	Mcl-1 Bim block	Bim-Bcl-W	RGS4-Gao reg	Bim-Bcl-B	Bim-Bcl-XL	Bcl-2 Bim block	Mcl1 Bid PPI	SMILES
6	6	u	-5	101	-2	-4	103	-8	-8	-4	-21	O=C(Nc1cccnc1)c1cccc(S(=O)(=O)N2CCc3ccccc32)c1
7	1	100	-10	101	-4	-5	97	-9	-10	-7	4	O=C1C2C(c3ccccc3)(C(=O)N1c1ccc(Cl)cc1)C2(c1ccccc1)c1ccccc1 (centres undefined)
8	6	103	-11	102	0	3	103	-3	-3	-6	-27	Cc1onc(-c2ccccc2)c1C(=O)Oc1cccnc1
9	-5	102	0	103	8	0	101	0	0	3	-7	COC(=O)C(C)Sc1nc2c(c(=O)[nH]c(=O)n2C)n1CCCc1ccccc1 (centres undefined)
10	27	101	-2	102	0	-5	101	-2	-5	0	-16	O=C(O)CC1=C(c2ccc(F)cc2)CCC1=O
11	3	111	-13	107	-7	1	112	-6	-20	-6	-33	O=C(CCc1nc2ccccc2c(=O)[nH]1)NC1CCN(Cc2ccccc2)CC1
12	7	94	-3	100	0	-1	98	-3	-4	-1	-29	CC1Cc2ccccc2N1C(=O)CSc1nncn1C (centres undefined)
13	12	109	-2	108	-4	-1	106	-1	2	-2	-29	COc1ccc(C)cc1NS(=O)(=O)c1cccc2nonc12
14	1	76	-3	91	-5	-5	86	-1	-3	-2	-30	CCC1Oc2ccccc2N(CC(=O)NCCN2CCc3ccccc3C2)C1=O (centres undefined)
15	7	97	-1	99	-15	-5	99	0	-4	-3	-23	Cn1c(=O)c2c(n(Cc3ccccc3)c1=O)NC(=O)C2CC(=O)O (centres undefined)
16	16	u	x	100	x	x	104	x	x	x	-92	O=C(COC(=O)/C=C/c1ccc2c(c1)OCO2)NC1CCS(=O)(=O)C1 (centres undefined)
17	19	98	-12	103	-2	1	100	-4	0	-9	24	COc1cc2nc(SCC(N)=O)n(CCC3=CCCCC3)c(=O)c2cc1OC
18	9	u	x	100	x	x	105	x	x	x	4	Cc1ccc(F)cc1NC(=O)Nc1cc(C(C)(C)C)nn1C
19	-2	101	-2	102	-4	-3	101	-4	-7	-2	-15	COCCCNC(=S)NC(=O)c1ccc(C)cc1
20	0	116	-6	117	0	-1	117	-4	-2	-2	-40	CC(NC(=O)COC(=O)c1ccc(Cl)cc1O)c1ccc(F)cc1 (centres undefined)
21	0	99	-6	99	0	-5	98	-4	-3	-4	-21	Cc1cccc(-n2cc(CN3CCCN(C=O)CC3)c(-c3cccc(F)c3)n2)c1

Further entries
cpd	structure	Mcl1-Noxa inh	RGS7-Gao	Bim-Bfl-1	RGS8-Gao reg	Mcl-1 Bim block	Bim-Bcl-W	RGS4-Gao reg	Bim-Bcl-B	Bim-Bcl-XL	Bcl-2 Bim block	Mcl1 Bid PPI
25	COc1ccc(N2C(=O)CN(Cc3cc(OC)c(OC)c(OC)c3)C2=S)cc1	6	96	-10	101	-4	-1	101	-4	-2	-6	-41
26	COc1ccc(NS(=O)(=O)c2cccc(NC(=O)CCC(=O)c3ccc(Cl)cc3)c2)cc1	-8	104	-1	101	-1	-4	105	-2	-3	-5	96*
27	COc1cc(C=Nc2c(C)cc(C)cc2C)ccc1OC(C)=O	10	97	0	87	-4	-3	97	-5	-3	0	-67
28	Cc1cc(C)c2c(N)c(C(=O)NNC(=O)c3ccccc3)sc2n1	18	103	0	105	3	1	103	-4	1	3	-35
29	O=C(NNC(=S)NC(=O)c1ccccc1[N+](=O)[O-])c1ccccc1O	-60	99	-2	99	-7	1	103	-6	-2	-2	-141
30	CN(c1ccccc1C(=O)Nc1ccc(S(=O)(=O)N2CCOCC2)cc1)S(=O)(=O)c1ccccc1	-5	86	-2	86	-1	-4	87	-5	-6	-7	-17
31	COc1ccc(C(=O)/C=C/c2ccc(N(C)C)cc2)c(OC)c1	-51	u	x	104	x	x	106	x	x	x	-113
32	Cc1cc([N+](=O)[O-])ccc1NC(=O)CSc1nccc(=O)[nH]1	26	103	0	99	0	3	104	0	0	1	-34
33	Cc1ccc(C(=O)N/N=C\c2cccn2C)cn1	4	101	-3	99	-3	-1	100	-2	-1	-7	-33
34	NS(=O)(=O)c1ccc(CNC(=O)/C=C/c2c(Cl)cccc2Cl)cc1	17	99	-7	96	3	3	94	-3	2	0	1
35	CC(=O)N1CCC(=O)Nc2ccc([N+](=O)[O-])cc21	9	103	-5	103	-1	-6	104	-5	-5	-3	-7
36	Cc1ccc(NC(=O)/C=C/c2ccc3c(c2)OCO3)nc1	2	99	1	100	-1	-3	99	-5	-4	1	9
37	Cc1ccc(C(=O)c2cc([N+](=O)[O-])ccc2N2CCCCC2)cc1C	-7	104	18	110	13	12	100	6	17	15	-6
38	COc1ccc(C2/C=C\CN(C(=O)Oc3ccccc3)CC(=O)N2Cc2ccc(F)cc2)cc1 (centres undefined)	11	u	x	99	x	x	98	x	x	x	-34
39	N#Cc1nc(-c2ccc(Cl)cc2)oc1NCc1cccc2c1OCO2	12	103	-9	105	1	3	103	-4	-3	-2	13
40	Cc1c(Cl)cccc1NC(=S)N/N=C/c1ccccc1Cl	10	u	x	97	x	x	70	x	x	x	-32
41	CC1CCN(c2nc3nonc3nc2N2CCC(C)CC2)CC1	-7	99	-3	81	-5	-6	91	-11	-7	-4	-6
42	Cc1cccc(NC(=O)/C(C#N)=C\c2cccnc2)c1	8	98	-11	102	0	0	101	-6	-5	-4	-27
43	NC(=O)CCN1CCN(CCOC2Cc3cc(Cl)ccc3Sc3ccccc32)CC1 (centres undefined)	27	104	-1	103	-4	-2	101	-2	-5	0	-11
44	Cc1ccc(C2=NN=C(NC(=O)CSc3nncn3C)SC2)cc1	-4	106	3	91	-1	1	98	-3	-3	0	-51
45	O=C(CC(C(=O)N1CCc2ccccc21)n1ccnc1)N1CCc2ccccc2C1 (centres undefined)	8	101	-2	102	-1	-2	100	-1	-2	-2	-4
46	CN1C(=O)S/C(=C\c2ccccc2OCc2ccc(C(=O)O)cc2)C1=O	20	98	-4	110	0	-2	99	-3	-2	-3	0
47	N#Cc1c(NC2CCCCC2)nc(-c2ccco2)c2c1CCCC2	-4	107	-5	102	0	2	107	-4	1	-4	1
48	CCC1=NN2C(=N)/C(=C/c3cc(C)n(-c4ccccc4)c3C)C(=O)N=C2S1	40	u	x	104	x	x	107	x	x	x	-27
49	CC(C)NCC(O)c1cc(O)cc(O)c1 (centres undefined)	5	u	x	103	x	x	106	x	x	x	-47
50	COC(=O)c1[nH]nc(C(=O)OC(C)(C)C)c1-c1ccccc1	15	103	-2	99	-1	0	100	-5	-5	1	-11
51	COc1cccc(C(=O)/C=C/Nc2ccc(S(=O)(=O)Nc3ccc(C(C)=O)cc3)cc2)c1	24	92	29	83	25	25	96	19	33	20	-14
52	CC(=O)N(/N=C1\Sc2ccccc2C1=O)c1ccccc1C	x	95	-3	98	-1	-2	93	-4	-3	0	x
53	N=C1c2ccccc2CN1c1ccc(S(=O)(=O)N2CCCCC2)cc1	10	97	-3	99	-2	-1	100	-1	-4	-2	-7
54	O=C(COc1ncnc2c(Cl)cc(Cl)cc12)Nc1cc([N+](=O)[O-])ccc1Cl	11	97	-1	103	-3	-4	98	-5	-8	0	-9

High-throughput results from PubChem.
